LYPLA1 inh: LYPLA1 (human) inhibition in PME1 counter-screen | O75608 | recombinant LYPLA1, FP-Rh probe fluorescence polarization | 0.16% of 320,000 active | AID 2174 | inhibition, % at 5.9 µM;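 active = inhibition above the mean of all tested compounds plus 3 SD, set per campaign, cut at about 14% in these data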;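 note: inhibitors block serine hydrolase probe labeling of LYPLA1 so polarization falls; 0% = enzyme with DMSO and 100% = wells lacking LYPLA1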
PME-1 inh: PME-1 (human) inhibition | recombinant PME-1, FP-Rh probe fluorescence polarization | 0.53% of 320,000 active | Q9Y570 | inhibition, % at 5.9 µM | AID 2130;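 active = inhibition above the campaign mean of all compounds plus 3 SD, cut at about 26% in these data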;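 note: competitive labeling of PME-1 active site by serine hydrolase directed probe; 0% = PME-1 with DMSO and 100% = wells lacking PME-1 enzyme; inhibitors block probe labeling so polarization falls and inhibition rises; many of its hits are not listed in these tables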
Target sequence (Q9Y570 whole entry, looked up): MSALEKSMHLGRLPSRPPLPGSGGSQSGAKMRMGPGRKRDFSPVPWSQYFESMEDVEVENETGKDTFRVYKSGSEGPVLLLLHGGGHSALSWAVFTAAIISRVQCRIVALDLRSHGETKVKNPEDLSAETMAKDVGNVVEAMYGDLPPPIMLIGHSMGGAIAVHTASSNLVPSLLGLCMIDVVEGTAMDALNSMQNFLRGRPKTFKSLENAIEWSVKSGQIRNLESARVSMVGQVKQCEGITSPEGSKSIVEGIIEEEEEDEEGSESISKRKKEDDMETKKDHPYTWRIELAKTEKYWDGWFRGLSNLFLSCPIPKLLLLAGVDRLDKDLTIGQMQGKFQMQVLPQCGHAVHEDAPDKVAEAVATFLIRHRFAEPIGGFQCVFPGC
PAD4 inh: inhibitors of human PAD4 | recombinant PAD4, RCA probe fluorescence polarization | Q9UM07 | AID 485272 | 0.41% of 330,000 active | inhibition, % at 6.36 µM;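 active = percent inhibition above a cutoff equal to the mean of all tested compounds plus 3 SD, cut at about 15% in these data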;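 note: 0% = PAD4 with RCA probe and DMSO and 100% = probe without PAD4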
Target sequence (Q9UM07 whole entry, looked up): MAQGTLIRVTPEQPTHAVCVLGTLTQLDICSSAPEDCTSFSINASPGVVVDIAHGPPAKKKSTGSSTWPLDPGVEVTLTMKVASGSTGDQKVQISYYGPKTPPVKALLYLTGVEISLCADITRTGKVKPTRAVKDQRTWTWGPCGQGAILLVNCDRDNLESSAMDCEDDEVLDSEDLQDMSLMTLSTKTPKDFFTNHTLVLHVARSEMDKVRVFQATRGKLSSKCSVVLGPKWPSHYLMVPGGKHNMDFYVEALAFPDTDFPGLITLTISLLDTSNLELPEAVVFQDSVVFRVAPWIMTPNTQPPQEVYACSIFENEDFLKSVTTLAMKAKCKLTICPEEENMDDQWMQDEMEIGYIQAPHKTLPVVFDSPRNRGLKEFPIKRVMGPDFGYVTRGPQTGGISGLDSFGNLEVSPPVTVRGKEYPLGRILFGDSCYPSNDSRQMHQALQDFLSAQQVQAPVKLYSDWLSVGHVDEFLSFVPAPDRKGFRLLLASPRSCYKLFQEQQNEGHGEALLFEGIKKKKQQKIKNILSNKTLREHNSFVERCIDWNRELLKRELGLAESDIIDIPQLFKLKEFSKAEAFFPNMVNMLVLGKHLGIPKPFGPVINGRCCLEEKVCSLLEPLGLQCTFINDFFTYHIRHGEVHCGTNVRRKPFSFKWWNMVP
LYPLA2 counter: LYPLA2 (human) inhibition in PME1 counter-screen | inhibition, % at 5.9 µM | AID 2177 | O95372 | recombinant LYPLA2, FP-Rh probe fluorescence polarization | 0.38% of 320,000 active;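 active = inhibition above the screen-wide mean plus 3 SD, limit set per campaign, cut at about 26% in these data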;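 note: 0% = LYPLA2 with DMSO and 100% = wells lacking LYPLA2 enzyme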
PREPL inh: human PREPL enzyme inhibition | inhibition, % at 5.96 µM | Q4J6C6 | AID 2751 | recombinant PREPL, fluorescence polarization activity-based probe | 0.68% of 320,000 active; in the data active = inhibition above about 43%;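 note: 0% = enzyme with DMSO and 100% = wells lacking enzyme; many of its hits are not listed in these tables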
pPAFAH inh: inhibitors of human plasma PAF acetylhydrolase (pPAFAH). recombinant pPAFAH, FP-rhodamine probe fluorescence polarization. inhibition, % at 3.39 µM. Q13093. 1.5% of 330,000 active;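 active = inhibition above the mean inhibition across the screen plus 3 SD, cut at about 25% in these data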;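 note: inhibitors block binding of the rhodamine activity-based probe so polarization drops; 0% = enzyme with DMSO and 100% = wells lacking pPAFAH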
GSTO1 counter: counter-screen for RBBP9 inhibitors: inhibitors of human GSTO1 | inhibition, % at 5.96 µM | P78417 | 1.1% of 300,000 active | recombinant GSTO1, activity-based probe fluorescence polarization | AID 1974;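 active = inhibition above the campaign mean inhibition plus 3 SD, cut at about 35% in these data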;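 note: 0% = GSTO1-1 with DMSO and 100% = wells lacking GSTO1-1 enzyme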
PAFAH1B3 FP inh: inhibitors of human PAFAH1B3; Q15102; recombinant PAFAH1B3, FP-rhodamine probe, fluorescence polarization; inhibition, % at 3.39 µM; 0.28% of 340,000 active; AID 492972;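 active = inhibition above the screen-wide average of all tested compounds plus 3 SD, cut at about 25% in these data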;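 note: 0% = enzyme with DMSO only and 100% = wells lacking PAFAH1B3 protein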
PAFAH1B2 FP inh: inhibitors of human PAFAH1B2. P68402. recombinant PAFAH1B2, FP-rhodamine activity probe, fluorescence polarization. inhibition, % at 3.39 µM. 1.2% of 340,000 active. AID 492953;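 active = inhibition above the mean of all tested compounds plus 3 SD, cut at about 24% in these data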;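 note: 0% = enzyme with DMSO and 100% = wells lacking PAFAH1B2; many of its hits are not listed in these tables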
Starred values were filed as active, the others as inactive; · = no result given. An excerpt; rates above refer to the full screens.

SMILES	LYPLA1 inh	PME-1 inh	PAD4 inh	LYPLA2 counter	PREPL inh	pPAFAH inh	GSTO1 counter	PAFAH1B3 FP inh	PAFAH1B2 FP inh
O=C(CSc1nnc(SCc2ccccc2Cl)s1)N/N=C/c1c[nH]c2ccccc12	-9	36*	1	26	7	4	4	4	1
Cc1cccc(NC(=O)C2CCN(S(=O)(=O)c3cccs3)CC2)c1	-4	5	-9	-2	6	0	-3	8	3
CCCNC(=O)/C=C/c1ccc(S(=O)(=O)Nc2ccccc2OC)cc1	-1	5	-4	0	-1	6	-6	3	-3
CN(C)S(=O)(=O)c1ccc(S(=O)(=O)NCc2ccc3c(c2)OCO3)cc1	0	-3	5	-1	-5	4	2	2	2
O=C(COC(=O)c1ccccc1NC(=O)c1ccccc1)c1cccc([N+](=O)[O-])c1	-10	-3	0	2	-5	-2	-4	5	2
CC(=O)Nc1ccc(C23CC4CC(CC(C4)C2)C3)cc1	-6	-5	-7	-6	-6	4	5	-5	26*
Cc1cc(C)c2[nH]c(=O)c(CN(CC3CCCO3)C(=S)Nc3ccccc3)cc2c1 (centres undefined)	-1	3	-1	-2	16	-4	3	-1	3
CCCCc1c(O)nc(SCC(=O)Nc2cccc3ccccc23)n(-c2ccccc2OC)c1=O	-2	-3	-3	-2	6	2	-1	2	2
Cc1cccc(C(=O)N2CCN(c3ccccn3)CC2)c1	-2	-5	-1	2	0	3	0	7	3
C=COC(=O)c1sc2nc(C)cc(C)c2c1N	1	9	-4	3	8	-2	-1	7	6
CCO/N=C(\N)c1[nH]ncc1Br	4	-6	7	2	-6	1	6	1	-3
Cc1ccc(C(C(=O)NC2CCCC2)N(CCCO)C(=O)Cn2nnc(-c3ccc(C)o3)n2)cc1 (centres undefined)	0	1	2	-5	6	-2	-4	4	4
O=C(NNC(=S)NCc1ccccc1)c1ccccc1OC(F)F	0	1	2	1	0	4	0	8	2
COc1ccc(CN2CCN(C(=O)c3cc(OC)c(OC)c(OC)c3)CC2)cc1OC	-2	-5	1	2	6	0	3	-1	3
O=C(Nc1ccc(Nc2ccccc2)cc1)c1c(Cl)cccc1Cl	-6	6	-6	0	18	9	-1	-1	9
CC(Oc1cccc([N+](=O)[O-])c1)C(=O)NCCC1=CCCCC1 (centres undefined)	-4	9	-4	-5	-9	3	·	8	7
CC(C)Cn1cc(C(=O)N2CCN(c3ccccn3)CC2)c2c3ccccc3n(C)c2c1=O	-4	4	-1	20	51*	12	3	6	0
Oc1ccccc1/C=N/c1c(-c2ccco2)nc2ccccn12	-1	2	-1	-1	11	9	4	11	6
Cc1nnc(SC(C)C(=O)N(C)C2CCCCC2)n1N (centres undefined)	2	-3	-8	-1	13	2	·	7	2
COc1ccc(C2CCCN2C(=S)Nc2cccc(C)c2)cc1OC (centres undefined)	2	3	-4	12	24	1	7	0	4
Clc1ccc(OCCNCCc2ccccc2)cc1	4	-3	-2	-2	11	2	4	13	-4
Cc1ccc(C)c(N2CCN(CC(=O)Nc3ccc4[nH]c(=O)[nH]c4c3)CC2)c1	1	5	4	3	8	4	-4	4	6
Clc1ccc(-c2ccc(-c3nn4c(-c5ccco5)nnc4s3)o2)cc1	0	-15	-3	-3	-28	9	-1	-14	-4
COc1ccc(C(=O)c2ncc(C(F)(F)F)cc2Cl)cc1	2	-6	-2	1	7	2	1	10	3
NS(=O)(=O)c1ccc(N=Nc2c(=O)[nH]n3c(=O)c4c([nH]c23)CCCC4)cc1	-1	7	0	-6	7	10	-3	8	7
O=C(NNC(=O)c1ccccc1Cl)c1cccnc1	-1	-5	-4	-9	12	1	10	-1	7
CCOc1ccc(N(CC)C(=O)c2nn(-c3ccc(OC)cc3)c(=O)c3c2c2ccccc2n3C)cc1	-4	1	4	-2	2	4	1	5	0
Cc1ccc(S(=O)(=O)N(C)Cc2ccc(C(=O)N/N=C3\CC(=O)CC(C)(C)C3)cc2)cc1	5	7	1	13	3	1	-3	6	2
CCOC(=O)c1c(C)nc2sc3c(c2c1-c1ccc(OC)cc1)NC(c1ccccc1)NC3=O (centres undefined)	-2	7	0	-10	11	-3	2	9	0
Cc1cc(S(=O)(=O)N2CCCC2C(=O)N2CCOCC2)c(C)cc1Cl (centres undefined)	-3	-3	-1	-1	0	2	6	0	5

Limited to PAFAH1B3 FP inh (3 entries from above):
Molecule	PAFAH1B3 FP inh
Cc1nnc(SC(C)C(=O)N(C)C2CCCCC2)n1N (centres undefined)	7
COc1ccc(C(=O)c2ncc(C(F)(F)F)cc2Cl)cc1	10
COc1ccc(C2CCCN2C(=S)Nc2cccc(C)c2)cc1OC (centres undefined)	0

New compounds follow.
SMILES	LYPLA1 inh	PME-1 inh	PAD4 inh	LYPLA2 counter	PREPL inh	pPAFAH inh	GSTO1 counter	PAFAH1B3 FP inh	PAFAH1B2 FP inh
CCCCC(=O)Nc1cccc(-c2nc3ncccc3o2)c1	-2	3	-3	6	-2	0	-1	0	1
Cc1ccc(N2CCN(S(=O)(=O)c3ccc(F)cc3)CC2)c(C)c1	0	3	2	-3	-36	2	1	9	10
COc1ccc(C2CC(C(F)(F)F)n3nc(C(=O)O)cc3N2)cc1 (centres undefined)	1	-7	4	5	6	-2	7	0	2
COc1cccc(/C=C/C(=O)c2ccc(NC3=NCCCS3)cc2)c1	-5	5	-4	-5	1	4	-11	6	5
O=C(O)c1ccccc1NC(=O)C(c1ccccc1)c1ccccc1	4	0	-3	4	7	1	-5	-1	20
CN(C(=O)CSc1cc(Cl)ccc1Cl)C1CCS(=O)(=O)C1 (centres undefined)	·	·	-8	·	10	-1	·	14	5
Cc1cc(C)nc(/N=C(/NC(=O)Nc2cccc(Cl)c2)Nc2ccccc2)n1	-2	-3	-4	1	-13	-2	3	-5	3
S=c1[nH]nc(-c2ccncc2)n1CC1CCCO1 (centres undefined)	-1	1	-2	-5	-4	1	2	-3	0
Cc1nc2c(C)cccn2c1/C(O)=C1\C(=O)C(=O)N(CCN2CCOCC2)C1c1ccncc1 (centres undefined)	3	-4	-2	0	3	1	-1	6	4
O=C(NNS(=O)(=O)c1ccccc1)c1csc(-c2cccnc2)n1	2	-1	-4	9	8	6	-6	14	0
COc1cccc(N2CCN(c3ccc4nnc(CCC(=O)Nc5ccccc5OC)n4n3)CC2)c1	3	-1	-1	-1	32	6	1	12	5
CCOC(=O)C1(Cc2ccccc2C)CCCN(Cc2cc(OC)c(O)c(OC)c2)C1 (centres undefined)	0	-11	2	2	3	-2	27	6	9
CCCN1C(=O)/C(=C/c2ccncc2)SC1=S	-5	-3	-4	1	-10	2	5	-3	1
N#Cc1ccc2c(c1)NC(=O)C1CCCN21 (centres undefined)	-3	-9	-5	-1	1	0	8	3	4
COC(=O)/C(=C\Nc1ccc(Cl)cc1Cl)NC(=O)c1ccc(Cl)cc1Cl	2	6	-6	-5	4	-5	-9	3	-2
CC(C)(C)n1nnnc1C(c1cccs1)N1CCN(c2ccccc2)CC1 (centres undefined)	0	2	-2	8	-2	1	3	14	4
CC(C)Cn1c(N)c(C(=O)COC(=O)c2cccnc2Cl)c(=O)n(C)c1=O	1	5	-5	8	0	1	-5	10	4
Cc1[nH]ncc1N=Cc1ccc([N+](=O)[O-])cc1	-1	3	-5	-2	4	2	4	10	0
COc1ccc(/C=N/NC(=O)C(=O)NCC2CCCO2)cc1 (centres undefined)	0	-3	0	-2	10	0	3	7	1
COc1cccc(NC(=S)NNC(=O)c2c([N+](=O)[O-])c(C)nn2C)c1	-1	0	-2	-3	5	9	6	6	-3
COc1cc(C2c3c(oc4c(C)cc(C)cc4c3=O)C(=O)N2Cc2cccnc2)ccc1O (centres undefined)	6	-3	-2	8	-4	2	-8	6	1
COc1ccc(N(Cc2cc3cccc(C)c3[nH]c2=O)S(=O)(=O)c2ccc(OC)cc2)cc1	-2	1	2	-4	-15	66*	-5	8	5
c1ccc(Nc2nc3ccccc3n3cnnc23)cc1	-1	2	3	10	12	-4	-1	8	-5
O=C(c1cccc(F)c1)N1CCN(c2ccc([N+](=O)[O-])c3cccnc23)CC1	-4	-5	-1	-4	-2	5	-2	10	8
CCCC(=O)N=c1sc2cccc(F)c2n1C	2	2	1	6	-2	2	3	9	1
CC(C)c1ccc(-n2nc3ccc(N)cc3n2)cc1	0	2	-6	5	4	10	1	2	9
Cc1nc2ccccc2c2oc(C(=O)N3CCN(C4CCCCC4)CC3)cc12	2	3	-2	-6	-1	5	10	7	6
CN(C(=O)COC(=O)C(Cc1ccccc1)NC(=O)c1ccccc1)c1ccccc1 (centres undefined)	2	3	-2	-1	-10	2	1	2	1
CC1(C)Cc2[nH]c3ccccc3c2C(C)(C)N1	-5	-3	-4	3	9	3	3	7	10
Cc1cc(Cl)ccc1OCC(=O)OCC(=O)Nc1cccnc1Cl	-3	-3	-4	-2	0	7	·	5	-1
CCOC(=O)Cc1csc(NS(C)(=O)=O)n1	0	-14	-1	-4	17	-2	0	0	9
O=c1c2sccc2n(Cc2ccc(F)cc2)c(=O)n1-c1ccc(F)cc1	0	2	0	7	4	0	-1	9	0
Cc1ccc(S(=O)(=O)NCC(=O)N(CC(=O)NCc2ccccc2)CC2CCCO2)cc1 (centres undefined)	2	4	-6	5	-4	5	10	1	-2
CCOC(=O)c1c(C)oc2ccc(OCC(N)=O)cc12	1	3	7	4	6	4	1	4	1
O=c1c([N+](=O)[O-])c(N2CCCC2)c2ccccc2n1-c1ccccc1	0	1	3	-4	5	-2	1	5	-2
COc1ccc(Cc2nnc(SCC(=O)NCc3ccco3)o2)cc1	-3	4	-5	0	8	5	4	3	-5
CCOc1ccc(C(=O)C[n+]2ccc(C(=O)NCCO)cc2)cc1	2	-5	-1	3	12	4	-4	4	-2
O=C(NC1CCCC1)c1cc2cc(Br)ccc2o1	-1	-10	-6	6	-2	3	-5	18	-1
O=C(CCS(=O)(=O)c1ccc(F)cc1)Nc1nnc(-c2cccs2)o1	3	1	-2	3	-4	13	11	7	-1
CC(C)CN(Cc1c(O)ccc2c(=O)c(-c3ccccc3)coc12)CC(C)C	-5	-3	-2	0	13	-4	3	8	-4
Oc1ccc(-c2nc(=S)[nH][nH]2)cc1	-2	-8	13	-4	11	1	5	2	0
O=C(CSc1nnc(Cn2c(=O)sc3ccccc32)n1-c1ccccc1)N1CCCCCC1	2	1	3	-4	-3	1	-1	12	11
CCCS(=O)(=O)c1c(S(=O)(=O)CCC)c2c(N)cccn2c1C(=O)OC	-1	-6	0	-3	0	6	0	7	3
O=C(NCc1ccccc1)c1ccc2c(c1)S(=O)(=O)c1cc(Cl)ccc1C2=O	-1	6	-3	1	34	11	·	13	3
CCCOC(=O)CSC1=C(C#N)C(c2ccc3c(c2)OCO3)CC(=O)N1 (centres undefined)	-1	0	5	6	-1	4	-1	-2	5
COc1ccc(NC(=O)CC2CCCC2)cc1OC	2	-5	1	1	11	-3	-3	8	1
O=C(NC1CCCCCCC1)c1ccc(S(=O)(=O)N2CCCC2)cc1	4	-2	4	11	-3	3	10	-1	6
CC(=O)c1c(C)[nH]c(C(=O)Nc2ccc(C)c(S(=O)(=O)N(C)C)c2)c1C	-2	4	-1	-2	-10	-2	3	10	-1
Cc1sc2nc(CN(CCc3ccccc3)C(=O)c3ccco3)[nH]c(=O)c2c1C	4	2	4	8	-2	2	0	·	·
